Screening results from PubChem.
Vif-APOBEC3G blk – Vif-A3G binding inhibition; HeLa A3G-eYFP + Vif (tagged APOBEC3G with the HIV-1 protein that degrades it), YFP fluorescence, overnight; 0.076% of 410,000 active; Q9HC16; Potency, µM (doses to about 46.1 µM), without a hit: at the top dose activity, negative = active, usual class: inhibitors;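 also: potency is read from the fitted curve at half-maximal effect; % is scaled to controls: 0 for no effect and ±100 for the full control effect; nearly all actives have a fitted effect of over 60% in size; hits raise eYFP signal because A3G escapes Vif-driven loss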
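HeLa cells stably expressing Vif and C-terminally eYFP-tagged A3G, seeded overnight at 37 deg C, then exposed to compound by pintool overnight at 37 deg C. Rise in yellow fluorescence (Ex 488/Em 500-530, Acumen) marks blocked Vif-driven A3G degradation.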
GRP78 ERSR act – induces the endoplasmic reticulum stress response in human glioma cells. U87-MG GRP78 promoter luciferase reporter, 16 h. Potency, µM, for inactives: at the highest dose activation, hits mostly activators. 0.02% of 420,000 active. AID 602332; also: potency is read from the fitted curve at half-maximal effect; series mostly up to about 76 µM; % of control where 0% means no effect; nearly all actives have a fitted effect of over 35% in size
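Stably transfected U87-MG glioma cells carrying a GRP78-based luciferase sensor; 16 h compound incubation. Luminescence end-point read 10 min after Bright-Glo addition at room temperature.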
IDH1 R132H inh – inhibitors of human mutant IDH1 R132H; O75874; IDH1-R132H enzyme, NADPH consumption, diaphorase/resazurin fluorescence; Potency, µM (top dose mostly 76.6 µM), without a hit: top-dose activity change, negative = inhibition, actives largely listed as inhibitors; 0.093% of 390,000 active; AID 602179; also: potency is read from the fitted curve at half-maximal effect; % is scaled to controls: 0 for no effect and ±100 for the full control effect; nearly all actives have a fitted effect of over 65% in size
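IDH1-R132H (0.5 ug/mL dispensed) in pH 7.5 Tris buffer was preincubated 30 min with compound, then given a substrate mix of 0.016 mM NADPH and 2 mM alpha-KG for 80 min at room temperature; remaining NADPH was read by diaphorase/resazurin fluorescence.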
LDHA inh – blocks human lactate dehydrogenase A | P00338 | purified LDHA, NADH/diaphorase-resazurin fluorescence; hits give low values | activity change, % (values are at about 110 or 230 µM) | 0.15% of 480,000 active | AID 1347041; in the data active = activity change below about -30%; inconclusive = mostly about -25% to -30%;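 also: plate controls were DMSO wells for no effect and wells without enzyme for full effect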
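Resorufin fluorescence (ex540/em590), read at 0 and 20 min after diaphorase/resazurin addition, reports the NADH left after a 5 min room-temperature reaction of 2 nM human LDH5 with 0.06 mM NADH and 0.2 mM pyruvate.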
TrxR1 substrate – substrates of rat thioredoxin reductase 1; O89049; purified TrxR1 substrate turnover, NADPH consumption readout; Potency, µM (top dose mostly 114 µM), without a hit: top-dose activity change, negative = substrate turnover; 0.01% of 390,000 active; AID 588456; also: potency is read from the fitted curve at half-maximal effect; % is scaled to controls: 0 for no effect and ±100 for the full control effect; nearly all actives have a fitted effect of over 50% in size
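Rat TrxR1, dispensed at 90 nM, was prereduced with 400 uM NADPH (final) for 5 min at ~22 deg C, then incubated with compound 15 min before 400 uM selenite. A first-read NADPH fluorescence drop versus no-compound background flagged substrates.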
RXFP1 agonist – agonists of human relaxin receptor RXFP1; Potency, µM (doses to about 57.5 µM), for the others: top-dose activation, hits mostly activators; 0.3% of 370,000 active; Q9HBX9; HEK293T-RXFP1 cAMP TR-FRET, 30 min; response scale: percent of porcine relaxin response, buffer zero; also: potency is read from the fitted curve at half-maximal effect; % is scaled to controls: 0 for no effect and ±100 for the full control effect; nearly all actives have a fitted effect of over 60% in size; many of its hits are not listed in these tables
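HEK293 cells stably expressing RXFP1, treated 30 min at 37C with compounds plus PDE4 inhibitor Ro 20174; cAMP measured by HTRF TR-FRET. Normalized to buffer and 29 nM porcine relaxin; EC50 by Hill fit.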
PI4K2A block – inhibitors of human PI4K2A; Q9BTU6; purified PI4K2A, ADP-Glo luminescence, 1 h; hits give low values; activity change, negative = inhibition, % at 76.9 µM; 0.13% of 420,000 active; AID 1346378; in the data active = activity change below about -50%; inconclusive = mostly about -30% to -49%;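 also: -100% = wells without enzyme as full effect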
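ADP-Glo luminescence measured ADP generated by PI4K2A enzyme (4 ug/mL before mixing) with 1.2 mM PI substrate (pre-mix) and 300 microM ATP (pre-mix). Tris pH7.5 buffer with MgCl2, Triton X-100; 1 h reaction at ambient temperature.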
USP1-UAF1 inh – blocks the human USP1/UAF1 deubiquitinase complex. O94782. recombinant USP1/UAF1, Ub-Rhodamine cleavage fluorescence. Potency, µM (doses to about 57.1 µM), inactives show at the top dose activity change, negative = inhibition, most hits filed as inhibitors. 0.23% of 390,000 active. AID 743255; also: potency is read from the fitted curve at half-maximal effect; % is scaled to controls: 0 for no effect and ±100 for the full control effect; nearly all actives have a fitted effect of over 60% in size; inactives centre near -12
Target sequence (O94782 whole entry, looked up): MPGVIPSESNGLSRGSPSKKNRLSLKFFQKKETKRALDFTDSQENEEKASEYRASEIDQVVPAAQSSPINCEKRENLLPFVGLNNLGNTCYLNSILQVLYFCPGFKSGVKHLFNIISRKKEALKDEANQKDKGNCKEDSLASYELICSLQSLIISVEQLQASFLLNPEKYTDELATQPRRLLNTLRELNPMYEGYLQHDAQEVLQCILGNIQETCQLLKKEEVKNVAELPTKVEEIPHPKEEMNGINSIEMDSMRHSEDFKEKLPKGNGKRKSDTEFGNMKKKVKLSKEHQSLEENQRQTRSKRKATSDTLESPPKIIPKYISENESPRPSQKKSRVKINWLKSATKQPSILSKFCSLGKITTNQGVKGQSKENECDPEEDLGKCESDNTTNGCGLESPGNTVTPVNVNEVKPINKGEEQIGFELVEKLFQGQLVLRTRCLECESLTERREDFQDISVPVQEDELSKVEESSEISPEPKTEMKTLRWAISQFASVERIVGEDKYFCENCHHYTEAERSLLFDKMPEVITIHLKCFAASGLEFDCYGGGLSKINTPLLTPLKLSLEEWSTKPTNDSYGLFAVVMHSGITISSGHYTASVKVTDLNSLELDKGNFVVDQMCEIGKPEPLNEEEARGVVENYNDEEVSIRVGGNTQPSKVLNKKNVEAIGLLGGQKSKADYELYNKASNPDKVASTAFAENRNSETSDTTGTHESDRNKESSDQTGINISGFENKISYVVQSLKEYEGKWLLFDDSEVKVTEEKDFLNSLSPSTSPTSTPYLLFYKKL
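In this screen, compounds sit with the deubiquitinase complex (1nM) for 15 min at room temperature before Ub-Rho is added at 150nM final. Fluorescence rise is then followed for 6 reads every 60 seconds.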
Vif-A3F inh – blocks the Vif interaction with APOBEC3F; HeLa A3F-eYFP + Vif (tagged APOBEC3F with the HIV-1 protein that degrades it), YFP fluorescence increase; Potency, µM (doses to about 46.1 µM), without a hit: at the top dose activity, negative = active; 0.2% of 390,000 active; AID 602313; also: potency is read from the fitted curve at half-maximal effect; % of control where 0% means no effect; nearly all actives have a fitted effect of over 65% in size
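HeLa cells stably expressing Vif plus C-terminally eYFP-tagged A3F were seeded, incubated overnight at 37 deg C, dosed with compound, incubated overnight again at 37 deg C. Yellow fluorescence (Ex 488/Em 500-530) reported blocked Vif-mediated A3F-eYFP degradation.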
Active calls of the source: *; ? = inconclusive; / = no result given; [ ] = remark or other dose. Unless noted, calls follow the shape of the dose curve; as a rule, active = well fitted curve in the direction sought with a large enough effect; inconclusive = small, poorly fitted or top-dose-only effect, or another doubt; inactive = no such curve, though single readings can be large; an effect the other way counts as inactive or inconclusive. Only part of the results is shown. The share of hits here may be higher or lower than overall.

SMILES | Vif-APOBEC3G blk | GRP78 ERSR act | IDH1 R132H inh | LDHA inh | TrxR1 substrate | RXFP1 agonist | PI4K2A block | USP1-UAF1 inh | Vif-A3F inh
CC1CCN(S(=O)(=O)N2CCCC(C(=O)NCc3ccccc3Cl)C2)CC1 (stereo not drawn) | 3% | -2% | 6% | -1 | -3% | -0.9% | 3 | -23% | 5%
O=C(Cn1[nH]c(=O)c2ccccc2c1=O)NCC1COc2ccccc2O1 (stereo not drawn) | -8% | -5% | 1% | 0 | 6% | 2.3% | -6 | -14% | -7%
COc1ccc(Cl)cc1NCc1nnc2n1CCCCC2 | -1% | -1% | 17% | -1 | -1%[57.1 µM] | 4.1% | -1 | -27% | -3%
COc1ccc(OC)c(C2CC(=O)C3=C(C2)NC(=O)CC3c2ccc(O)c(OC)c2)c1 (stereo not drawn) | -4% | -3% | 5% | -1 | -7% | 1.1% | 5 | 2% | 1%
O=C(Cn1cnc2ccccc2c1=O)NCc1ccc2c(c1)OCO2 | -4% | 3% | 9% | 1 | -4% | 4.4% | -10 | -20% | 2%
CCCC(C(=O)NC1CCCC1)N(C(=O)Cn1nnc(-c2ccc(C)o2)n1)c1ccccc1OC (stereo not drawn) | -2% | -2% | -4% | -15 | -9% | 1.5% | 1 | 6% | 0%
O=C1OC(c2ccccc2)(c2ccc(O)cc2)c2ccccc21 (stereo not drawn) | -21% | -2% | -4% | -3 | 2%[57.1 µM] | / | 1 | -25% | -1%
O=C(CCNC(=O)Cn1cnc2ccccc2c1=O)NCC1CCCO1 (stereo not drawn) | 0% | -6% | 1% | -3 | 4%[57.1 µM] | 0.5% | 2 | -2% | 0%
COCCCn1c(SCc2ccccc2F)nc2c(sc3ccccc32)c1=O | 2% | 0% | 14% | 3 | 1%[57.1 µM] | 12% | 0 | -22% | 3%
Cc1cc(NC(=O)/C=C/c2cccc(Cl)c2)n(-c2nc3ccccc3[nH]2)n1 | 0% | -1% | -1% | -2 | -2% | -0.2% | 1 | -10% | ?
O=C(Nc1ccccc1C(=O)OCc1cc(=O)n2c3c(sc2n1)CCCC3)c1ccccc1 | 9% | -2% | 9% | 4 | -3%[57.1 µM] | 2.8% | 4 | -16% | 4%
COc1ccc(OC)c(C(C)NC(=O)C(C)Cc2ccccc2)c1 (stereo not drawn) | 1% | -2% | -15% | 0 | -5% | -0.2% | -7 | 0% | -10%
Cc1c(CCC(=O)NCCCCCC(=O)O)c(=O)oc2cc3occ(-c4ccccc4)c3cc12 | -13% | -10% | 3% | 0 | 2% | -3.1% | 1 | -9% | -13%
Cc1ccc2[nH]c(=O)c(CN(Cc3ccccc3)Cc3nnnn3C3CCCC3)cc2c1 | 1% | -2% | 1% | 10 | 2% | 2.3% | -2 | -11% | -14%
Cn1nnc(NC(=O)CSc2ncn[nH]2)n1 | -6% | -4% | 6% | -2 | 7% | 4.9% | 9 | -18% | -5%
O=C1CN(c2ccc(F)cc2)C(=S)N1c1ccccc1 | -3% | -1% | 17% | -7 | 10%[57.1 µM] | 1.1% | -10 | -14% | 8%
Cc1occc1-c1nnc(SCC(=O)c2ccc3c(c2)OCCO3)n1CC1CCCO1 (stereo not drawn) | 0% | -5% | 11% | 3 | 3% | 1.6% | -4 | -23% | 3%
CCc1ccc(CN(Cc2cn[nH]c2-c2ccc(OC)cc2)C(=O)Nc2cc(Cl)ccc2OC)cc1 | -4% | -4% | 12% | 0 | -2% | 1.5% | -2 | ? | 0%
CCC1CCCCN1CCCNC(=O)c1ccc(CS(=O)(=O)c2ccc(Br)cc2)o1 (stereo not drawn) | 0% | -4% | 5% | -2 | 1% | 0.0% | 1 | -19% | 0%
COc1ccc(C2C(O)C(c3c[nH]c4ccccc34)=NN2C(=O)CCl)cc1 (stereo not drawn) | ? | -14% | -1% | -2 | -4% | 0.0% | -1 | -13% | 6%
CC1CCc2sc(C(=O)N(C)CC(=O)Nc3ccc(N4CCOCC4)cc3)cc2C1 (stereo not drawn) | -20% | -4% | 1% | -5 | -3% | 1.1% | -7 | -18% | -9%
CC12CCC(=O)C=C1CCC1C2C(=O)CC2(C)C1CCC2(O)C(=O)CO (stereo not drawn) | 3% | -1% | 2% | 0 | 11% | -2.1% | 5 | -14% | 2%
Cc1cnc(C(=O)NC2CC(C)(C)Cc3c2cnn3-c2cccc(F)c2)cn1 (stereo not drawn) | 2% | 1% | 0% | -3 | 0% | 0.5% | -1 | -6% | 0%
COc1cccc(NC(=O)c2oc3ccccc3c2NC(C)=O)c1 | 0% | 7% | 4% | -6 | 2% | -1.5% | -1 | 1% | -12%
COc1cccc2cc(-c3cn4ccc(C)cc4n3)c(=O)oc12 | -1% | 2% | 3% | 0 | 12% | / | 4 | ? | -2%
Cn1cc(C(=O)NCCc2ccccc2)c(=O)c2cc(S(=O)(=O)N3CCCCCC3)ccc21 | -1% | -3% | 19% | -3 | -5% | 1.1% | -6 | -16% | 1%
Cc1[nH]c(C)c(S(=O)(=O)N2CCCCC2)c1C(=O)N1CCCC1 | 1% | 0% | 4% | -2 | 5% | 0.4% | -3 | -28% | 5%
CN1CCN(c2ccccc2NC(=O)c2ccc(N3CCCC3)c([N+](=O)[O-])c2)CC1 | 3% | -2% | 0% | -4 | 11%[57.1 µM] | 0.4% | 3 | -13% | 5%
O=C(N=C1SC2CS(=O)(=O)CC2N1c1ccc(OC(F)(F)F)cc1)C1CC1 (stereo not drawn) | -1% | 0% | 0% | -1 | -7% | 1.2% | 8 | -11% | -5%
Cc1ccc(C(=O)CSc2nc(-c3ccccc3)ccc2C#N)cc1 | -8% | -2% | 0% | -2 | 6% | 3.7% | 0 | -19% | ?
COc1ccc(CCNC(=O)c2cc(-c3ccccc3)nc3ccccc23)cc1OC | -4% | 0% | -4% | -10 | -4% | 5.8% | 4 | -14% | -4%
CC(C)Oc1ccc(C(=O)OCC(=O)NC(=O)NC2CCCC2)cc1 | 0% | -1% | -4% | 0 | -7% | 0.2% | -3 | -11% | -3%
CC(C)CCNC(=O)c1ccc2c(c1)N(Cc1ccccc1)C(=O)CS2=O (stereo not drawn) | 0% | -3% | -9% | -4 | 4%[57.1 µM] | 1.2% | -4 | -8% | -6%
O=C(CSc1nc2ccccc2n1Cc1ccc(F)c(Cl)c1)N1CCN(c2ccc(F)cc2)CC1 | 4% | -4% | -5% | -7 | 7% | -2.0% | 0 | ? | 1%
CS(=O)(=O)N1CCSC1c1ccc(Br)cc1 (stereo not drawn) | 0% | -3% | -9% | -1 | 1% | 0.3% | 0 | -17% | 2%
COCC(=O)NCc1ccc2c(c1)OCO2 | -4% | -3% | -6% | -5 | -6% | -0.8% | -6 | -3% | 3%
COc1ccccc1NC(=O)c1ccc2c(c1)C(=O)N(Cc1ccco1)C2=O | -5% | -1% | 0% | 1 | 7% | 6.7% | -5 | -14% | 7%
COc1ccc(OC)c(C(=O)c2coc3ccc(O)cc23)c1 | -28% | 5% | 8% | -9 | -6% | -1.1% | 0 | -8% | -2%
O=C(CCN1C(=O)C2CCCCC2C1=O)Nc1cc(F)ccc1F (stereo not drawn) | 2% | 0% | -7% | 0 | -2% | -1.2% | -4 | 2% | -19%
CCOC(=O)N1CCC(Nc2nc3ccccc3n3nnnc23)CC1 | -8% | 1% | -1% | -1 | 80%[activator] | 2.5% | -6 | -15% | 10µM*
O=S1(=O)c2ccc(Br)cc2N2CCC[C@@H]2CN1Cc1ccc(Cl)cc1 | 0% | -3% | 13% | -3 | -5% | / | 0 | -32% | 10%

Four entries from above, as labelled records:
COc1ccc(OC)c(C(=O)c2coc3ccc(O)cc23)c1
  Vif-APOBEC3G blk = -28% | GRP78 ERSR act = 5% | IDH1 R132H inh = 8% | LDHA inh = -9 | TrxR1 substrate = -6% | RXFP1 agonist = -1.1% | PI4K2A block = 0 | USP1-UAF1 inh = -8% | Vif-A3F inh = -2%
Cc1[nH]c(C)c(S(=O)(=O)N2CCCCC2)c1C(=O)N1CCCC1
  Vif-APOBEC3G blk = 1% | GRP78 ERSR act = 0% | IDH1 R132H inh = 4% | LDHA inh = -2 | TrxR1 substrate = 5% | RXFP1 agonist = 0.4% | PI4K2A block = -3 | USP1-UAF1 inh = -28% | Vif-A3F inh = 5%
O=C(CSc1nc2ccccc2n1Cc1ccc(F)c(Cl)c1)N1CCN(c2ccc(F)cc2)CC1
  Vif-APOBEC3G blk = 4% | GRP78 ERSR act = -4% | IDH1 R132H inh = -5% | LDHA inh = -7 | TrxR1 substrate = 7% | RXFP1 agonist = -2.0% | PI4K2A block = 0 | USP1-UAF1 inh = ? | Vif-A3F inh = 1%
Cc1ccc(C(=O)CSc2nc(-c3ccccc3)ccc2C#N)cc1
  Vif-APOBEC3G blk = -8% | GRP78 ERSR act = -2% | IDH1 R132H inh = 0% | LDHA inh = -2 | TrxR1 substrate = 6% | RXFP1 agonist = 3.7% | PI4K2A block = 0 | USP1-UAF1 inh = -19% | Vif-A3F inh = ?
